From PubChem
TAG inh = triacylglycerol accumulation inhibition | H9c2 cells, Nile Red lipid (TAG) fluorescence; cells loaded with 200 µM oleic acid | inhibition, % at 12.5 µM | actives 0.66% (n = 230,000) | AID 651582;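 active = pattern-corrected inhibition of lipid staining of at least 50% with the nuclear-stain viability signal not falling by more than 50%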;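 also: 0% = DMSO wells and 100% = triacsin C control wells; some results filed as inactive read as strong as hits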
TAG inh DAPI viability = also measured in TAG inh; calls as there; DAPI nuclei signal change (viability), lower = more cytotoxic, %;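 whole-well DAPI fluorescence read on a plate reader as a viability signal; minus 50 percent equals half of cells still viable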
* = called active by the depositor.

SMILES | TAG inh | TAG inh DAPI viability
O=C(COC(=O)c1cnccn1)NCc1ccc2c(c1)OCO2 | 3 | 3
COC(=O)Cn1nc(-c2ccccc2)n(-c2ccccc2)c1=S | -17 | 4
COCCCNC(=O)CCn1c(=O)c2ccccc2n(CC(=O)NCCC2=CCCCC2)c1=O | 13 | -7
N=C(c1ccc([N+](=O)[O-])cc1)N1CCCCCC1 | 11 | -8
CCC(C(=O)Nc1sc(C(N)=O)c(C)c1C(=O)OC)c1ccccc1 (centres undefined) | -23 | -7
CCCCCCCN1C(Nc2ccccc2)=NC[C@@H]1Cc1ccccc1 | 16 | 10
CCOC(=O)N1CCc2c(sc3c2c(=O)n(Cc2ccccc2)c(=O)n3Cc2ccccc2F)C1 | 3 | 1
Cn1c(=O)c2c(ncn2CC(=O)NC[C@H]2O[C@@H](n3cnc4c(N)ncnc43)[C@H](O)[C@@H]2O)n(C)c1=O | -10 | 4
Cc1nnc(SCC(=O)Nc2ccc3c(c2)OCCO3)n1CC1CCCO1 (centres undefined) | 6 | -4
O=C(OCC(=O)N1CCN(S(=O)(=O)c2ccccc2)CC1)C1CCC1 | 2 | 1

Sorted by molar mass (low to high): 3 of the compounds above.
SMILES | TAG inh | TAG inh DAPI viability
O=C(COC(=O)c1cnccn1)NCc1ccc2c(c1)OCO2 | 3 | 3
CCCCCCCN1C(Nc2ccccc2)=NC[C@@H]1Cc1ccccc1 | 16 | 10
Cc1nnc(SCC(=O)Nc2ccc3c(c2)OCCO3)n1CC1CCCO1 (centres undefined) | 6 | -4

The listing continues.
SMILES | TAG inh | TAG inh DAPI viability
COc1ccc(NC(C)=O)cc1S(=O)(=O)Nc1ccc(S(=O)(=O)N2CCCCC2)cc1 | -8 | 8
COc1cccc(NC(=O)COC(=O)/C=C/c2ccco2)c1 | 3 | -8
O=C(CSc1nnc(-c2ccc3c(c2)OCO3)o1)Nc1c(F)cccc1F | 14 | -4
Cc1cc(C)n2nc(SCC(=O)N3CCCC3)nc2n1 | -13 | 10
CCC(C)N(C(=O)COC(=O)c1ccccc1SCC(=O)N1CCCC1)C1CCS(=O)(=O)C1 (centres undefined) | 5 | -6
COc1ccc(-c2nnc(SCC(=O)NC(C)c3ccccc3)o2)cc1 (centres undefined) | 8 | 2
CC1(Cc2ccc(OC(F)(F)F)cc2)C(=O)Nc2c(Cl)ccc(Cl)c21 (centres undefined) | -9 | 0
CCOc1ccccc1Cn1c(=O)oc2ccc(C)cc21 | -5 | 3
CCc1nc2ccccc2c(C(=O)OCC(=O)Nc2ccc(S(=O)(=O)N3CCOCC3)cc2)c1C | 2 | 4
O=C1CC(=O)CC(c2ccco2)C1 | 19 | -17

Entries of single compounds, quoted from the list.
Results for CCOc1ccccc1Cn1c(=O)oc2ccc(C)cc21 → TAG inh: -5; TAG inh DAPI viability: 3
Results for O=C(COC(=O)c1cnccn1)NCc1ccc2c(c1)OCO2 → TAG inh: 3; TAG inh DAPI viability: 3

Next records follow:
SMILES | TAG inh | TAG inh DAPI viability
CC(NC(=O)CCCc1ccccc1)c1ccncc1 (centres undefined) | 6 | -1
O=C(O)c1cc(N/N=C/C=C/c2ccccc2[N+](=O)[O-])ccc1Cl | 2 | 5
COc1ccccc1NC(=S)NC(=O)/C=C/c1cccs1 | 3 | 3
Cc1cnn(-c2cc(N/N=C/c3ccc(F)cc3)ncn2)c1 | 5 | -3
C/C(Cn1cnc([N+](=O)[O-])n1)=N\NC(=O)c1ccc(F)cc1 | -13 | -7
CN1CCN(C(=O)C2=C[C@H](c3ccc(Br)cc3)C[C@H](OCCCCO)O2)CC1 | -3 | 5
Cc1cccc(C)c1NC(=O)CN(C)C(=O)C1CCN(c2ncnc3sc(C)c(C)c23)CC1 | 13 | -9
COc1ccc(C2=NN3C(=O)c4c(ccc(OC)c4OC)C3C2)cc1 (centres undefined) | 4 | -4
CCSc1nnc(NC(=O)c2cc(-c3ccccc3O)n[nH]2)s1 | 9 | -4
C/C(CC(=O)Nc1c(C)cc(C)cc1C)=N\NC(=O)OC(C)(C)C | -8 | 11
COc1ccc(Oc2c(OC)cc(NCc3ccc(CN)cc3)c3ncccc23)cc1 | 12 | -8
COCCNC(=O)C1(C)CCCN(CCOc2ccc(Cl)cc2)C1 (centres undefined) | -6 | 5
Cc1cc(C)n2nc(SCc3nnc(-c4ccccc4Br)o3)nc2n1 | 15 | 10
O=C(Nc1ccc(N2CCOCC2)cc1)c1csc([C@H]2C[C@H](O)[C@@H](CO)O2)n1 | 5 | 1
CCCN(Cc1cc2ccc(C)cc2[nH]c1=O)C(=O)c1cccnc1 | 6 | 0
COc1ccc(/C=N/NC(=O)c2ccc3c(c2)OCCO3)c(OC)c1 | 4 | -5
CC1CCCC(C)N1C(=O)COC(=O)c1ccc(F)c(S(=O)(=O)N2CCOCC2)c1 (centres undefined) | -21 | 1
O=C(CSc1nnc(-c2ccc(Cl)cc2)n1-c1ccccc1)N/N=C/c1ccccc1C(=O)O | 7 | 1
COc1cccc(/C=N\NC(C)=O)c1OC/C=C/c1ccccc1 | 3 | 3
O=C(Nc1cc(Cl)ccc1F)c1ccc(-n2cncn2)c([N+](=O)[O-])c1 | 1 | 6
COc1ccc(C(=O)NCCCOc2cccnc2)cc1OC1CCN(C(C)=O)CC1 | 5 | 3
O=C(CCc1ccccc1)N[C@@H]1c2ccccc2CC[C@@H]1OCc1ccccc1 | -2 | -12
O=C(Nc1ccnc(-c2cccnc2)n1)c1ccccc1Cl | -7 | 13
C[C@H](CO)N1C[C@H](C)[C@@H](CN(C)S(=O)(=O)c2ccccc2)OCc2cnnn2CCCC1=O | -4 | -1
O=C1CCCC2=C1C(c1ccncc1)Nc1ccccc1N2 (centres undefined) | -14 | -2
CCc1ccc(C(=O)NNC(=O)CCN2CCN(Cc3ccccc3)CC2)cc1 | -12 | -6
O=C(Nc1ccccc1)N1CCC(C(=O)N2CCN(S(=O)(=O)c3cccc(F)c3)CC2)CC1 | 17 | -7
COc1ccc(S(=O)(=O)N2CCOCC2)cc1NC(=O)CCOc1ccc(C(C)(C)C)cc1 | 9 | 1
COc1ccccc1-n1c(CNC(=O)c2ccco2)nnc1SCC(=O)Nc1cc(C)ccc1C | -14 | 9
C[C@@H](C(=O)Nc1ccc2ccccc2c1)[C@@H]1C[C@@]1(C)[C@@H](NC(=O)c1ccccc1)c1ccccc1 | 34 | -5
O=C1c2ccccc2C(=O)N1CCCP(=O)(O)CCc1ccccc1 | -15 | -2
CCN(CC)CCCNCC(=O)Nc1cc(C)on1 | 10 | -7
CCCn1c(NC(=O)C2CCN(C(=O)c3ccc(F)cc3)CC2)nc2ccccc21 | 16 | 0
CN(CC(=O)Nc1ccccc1C(F)(F)F)C(=O)c1ccc(N2C(=O)CCC2=O)cc1 | -11 | 3
CCOc1ccc(N2C(=O)CC(n3ccc(C)n3)C2=O)cc1 (centres undefined) | 5 | -6
O=C(CN1C(=O)NC2(CCCCC2)C1=O)NCc1ccc2c(c1)OCO2 | 8 | 6
O=C(CSc1n[nH]c(=O)[nH]c1=O)NC1CC1 | -1 | 5
Cc1nc(Sc2nnnn2C)c2c3c(sc2n1)CCC3 | 16 | -14
O=C(Nc1ccccc1)C1=C[C@H](c2ccc(Br)cc2)C[C@H](OCc2ccc(CO)cc2)O1 | -84 | -15
O=C(CC1(O)C(=O)Nc2ccccc21)c1ccccc1O (centres undefined) | 0 | 2
Cc1ccc(Nc2nc(C)cc(C)c2C#N)c(C)c1 | 1 | 7
COc1ccc(C(=O)NNC(=O)c2ccc3ccccc3c2)cc1 | 2 | -2
CCc1cccc(C)c1NC(=S)NCCc1c(C)[nH]c2ccc(C)cc12 | -11 | 20
CC1CCN(C(c2cccs2)c2nnnn2Cc2ccccc2)CC1 (centres undefined) | -3 | -14
CCOc1ccc(S(=O)(=O)Nc2c(C)n(C)n(-c3ccccc3)c2=O)cc1 | -6 | 6
Cc1cccc(OCC(=O)Nc2ccc(C(=O)Nc3ccccc3C(=O)O)cc2)c1 | -1 | 8
C[C@@H]1CN([C@@H](C)CO)C(=O)Cc2cc(NC(=O)Nc3ccc(F)cc3)ccc2O[C@@H]1CN(C)Cc1ccc(Cl)c(Cl)c1 | 1 | -4
COc1ccc(NC(=O)CSc2nc(O)cc(=O)[nH]2)c(OC)c1 | 5 | 4
CCOC(=O)C1CCCN(c2c(NCCc3ccc(Cl)cc3)c(=O)c2=O)C1 (centres undefined) | 10 | -4
O=C(Nc1ccccc1C(F)(F)F)C(O)(c1ccccc1)C1CCCCC1 (centres undefined) | -5 | -8

Additional structures.
SMILES | TAG inh | TAG inh DAPI viability
COC(=O)c1c(NC(=O)c2ccc([N+](=O)[O-])o2)sc2c1CCN(C(C)C)C2 | 59* | -44*
CC(C)CCC(CCN1CCCC1)c1ccc2c(c1)OCO2 (centres undefined) | 10 | 4
Nc1c(N(C(=O)Nc2ccc(Cl)c(Cl)c2)C2CCCC2)c(=O)[nH]c(=O)n1Cc1ccccc1 | 23 | -3
COC(=O)C1=C(O)/C(=C\c2cc(C)n(-c3ccccc3F)c2C)N=C1C | 4 | 3
O=C(NCCSc1ccc(Cl)cc1)c1ccc(CN2CCOCC2)cc1 | -16 | 1
O=C(OCCOc1ccc(Cl)cc1)c1cc(S(=O)(=O)N2CCCCC2)ccc1N1CCOCC1 | -72 | -7
O=C(N[C@@H](Cc1ccccc1)C(=O)OCc1ccccc1)c1ccco1 | 12 | 4
CSCCC1NC(=O)N(C(C)C(=O)Nc2cc(Cl)cc(Cl)c2)C1=O (centres undefined) | -26 | 6
O=C(CSc1nnc(-c2ccccc2)n1Cc1ccco1)NCc1ccc2c(c1)OCO2 | 0 | -6
COc1ccc(OC)c(C2NC(=S)NC3=C2N2CCC3CC2)c1 (centres undefined) | 13 | 0
CCC1CCc2sc(C(=O)NCC(c3ccc(OC)cc3)N3CCOCC3)cc2C1 (centres undefined) | 0 | -4
Cc1c(NC(=O)CCc2ccc(S(=O)(=O)N3CCOCC3)cc2)c(=O)n(-c2ccccc2)n1C | -6 | 6
O=c1[nH]cnc2scc(-c3cccs3)c12 | -7 | 5
COc1ccc(CCN2CC(C(=O)N(C)CC(=O)Nc3cccc(F)c3)CC2=O)cc1OC (centres undefined) | 27 | -7
CCc1onc(C)c1C(=O)Nc1ccc2c(c1)OCO2 | 0 | -2
COCCCNC(=O)CCc1c(C)nc2c(-c3ccc(F)cc3)c(C)nn2c1C | 5 | -4
Cc1ccc(C)c2c1[nH]c1ccc([N+](=O)[O-])cc12 | 11 | 0
CCN1CCC(O)(C(C(=O)O)c2ccccc2)CC1 (centres undefined) | 2 | -13
CCOc1ccc(CNc2ccc(CNc3ncn[nH]3)cc2)cc1 | -2 | -3
Cc1cccc(NNC(=O)C(=O)NNc2cccc(C)c2)c1 | -11 | -4

Compounds shown so far that contain a COOH group:
SMILES | TAG inh | TAG inh DAPI viability
O=C(O)c1cc(N/N=C/C=C/c2ccccc2[N+](=O)[O-])ccc1Cl | 2 | 5
O=C(CSc1nnc(-c2ccc(Cl)cc2)n1-c1ccccc1)N/N=C/c1ccccc1C(=O)O | 7 | 1
Cc1cccc(OCC(=O)Nc2ccc(C(=O)Nc3ccccc3C(=O)O)cc2)c1 | -1 | 8
CCN1CCC(O)(C(C(=O)O)c2ccccc2)CC1 (centres undefined) | 2 | -13

Following part.
SMILES | TAG inh | TAG inh DAPI viability
Cc1ccc(S(=O)(=O)N2[C@@H](c3ccc(Br)cc3)C(C(=O)O)=C[C@H]2C(C)(C)C)cc1 | -5 | 4
CCS(=O)(=O)c1ccc2c(c1)N(S(C)(=O)=O)CC(C(=O)NN)O2 (centres undefined) | 3 | -9
CC(C)Cn1c(CN2CCN(c3ccccc3F)CC2)nc2c1c(=O)[nH]c(=O)n2C | 5 | -3
Cc1cc(=O)[nH]c(SCC(=O)Nc2ccc(C)c(S(=O)(=O)N3CCCCC3)c2)n1 | 5 | 3
COc1cc(NC(=O)Cc2ccccc2)cc(OC)c1 | 3 | 15
COCC(C)NC(C(=O)Nc1cccc(C(C)=O)c1)c1ccccc1 (centres undefined) | -18 | -4
CC(CC(=O)Nc1ccc2c(c1)c(=O)n(C)n2-c1ccc2ccccc2c1)C(F)(F)F (centres undefined) | 55* | -36*
COCc1cc(=O)[nH]c(-c2csc(C)n2)n1 | 3 | -2
Cc1cc(C)n(-c2ccc(C(=O)OCC(=O)Nc3ccc(S(=O)(=O)N4CCOCC4)cc3)cc2)n1 | -6 | -3
Cc1ccnc(NC(=O)C2CCCN(S(=O)(=O)c3cnc[nH]3)C2)c1 (centres undefined) | -4 | -1
CC(C)(C)OC(=O)[C@H](Cc1ccccc1)NC(=O)c1nc[nH]c1C(=O)NC1CCNCC1 | 1 | 14
O=C(N/N=C\c1cc2c(cc1Cl)OCO2)c1ccc(Br)s1 | 8 | 3
O=c1c2ccccc2c(-c2ccccc2)nn1-c1cc(Cl)cc(Cl)c1 | -8 | 6
O=C(O)C1C2CCC(C2)C1C(=O)NCCc1ccccc1 (centres undefined) | -4 | -5
COc1cccc(CNC(=O)c2cc(C3CC3)nc3c2cnn3C(C)C)c1 | 3 | 5
C=C1CCN(CC(=O)OC)S(=O)(=O)c2ccccc21 | 9 | -1
O=C(CN1C(=O)C(=O)c2ccccc21)NCCc1ccccc1 | -2 | -4
CC1=C[C@H]2OC(=O)[C@@H](C)[C@H]2C[C@@H]2[C@H]1C[C@@H](O)[C@@]2(C)O | 24 | -10
O=C(CC12CC3CC(CC(C3)C1)C2)NC(Cc1ccccc1)C(=O)O (centres undefined) | -9 | 9
COc1ccc(F)c(-c2nc(CN3CCN(C(=O)c4ccco4)CC3)c(C)o2)c1 | -7 | -6
CCCCCCn1c(N2CCC(C)CC2)nc2c1c(=O)[nH]c(=O)n2C | -20 | 1
CCOC(=O)N1CCN(CCC(=O)Nc2cc(OC)ccc2OC)CC1 | 2 | -10
CN(C(=O)CSc1nnnn1-c1ccccc1)C1CCS(=O)(=O)C1 (centres undefined) | 12 | -14
C=CCn1c(COc2ccc(Cl)cc2)nnc1SCC(=O)N/N=C/c1ccccc1 | -12 | 16
O=C(c1ccccc1)c1cccn1CC(=O)N1CCCCCC1 | -16 | 2

The list is partial; the hit share may differ from the screen's.
